# mcGAS MS inh = inhibitors of mouse cGAS; inhibition, % at 12.5 µM; Q8C6L5; AID 1259397; recombinant mouse cGAS, cGAMP by RapidFire MS; 0.18% of 130,000 active;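 active means inhibition of cGAS enzyme activity at or above 60%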;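 further: enzyme stimulated by 45 bp dsDNA with ATP and GTP substrates; cGAMP share of summed cGAMP plus half ATP and half GTP signals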
# Target sequence (Q8C6L5 whole entry, looked up): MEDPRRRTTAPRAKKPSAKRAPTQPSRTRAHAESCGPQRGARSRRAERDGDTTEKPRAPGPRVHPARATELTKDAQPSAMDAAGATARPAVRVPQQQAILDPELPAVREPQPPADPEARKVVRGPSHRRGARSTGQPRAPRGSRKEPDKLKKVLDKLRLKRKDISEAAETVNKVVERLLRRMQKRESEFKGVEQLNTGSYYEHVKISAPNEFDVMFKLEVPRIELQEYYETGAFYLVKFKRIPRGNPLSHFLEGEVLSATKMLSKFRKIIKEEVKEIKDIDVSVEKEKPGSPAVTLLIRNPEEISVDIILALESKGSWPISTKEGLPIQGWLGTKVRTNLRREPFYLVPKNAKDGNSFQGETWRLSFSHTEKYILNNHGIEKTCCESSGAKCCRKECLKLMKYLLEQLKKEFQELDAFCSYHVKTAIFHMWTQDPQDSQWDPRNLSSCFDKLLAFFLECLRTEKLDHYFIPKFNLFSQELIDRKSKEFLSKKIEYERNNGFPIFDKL
# * marks the source's active call; other numbers are inactive results; & = joins results of further samples.
SMILES,mcGAS MS inh
O=C(NC1CCS(=O)(=O)C1)c1c[nH]c2c(OC(F)(F)F)cccc2c1=O (centres undefined),-2
O=C(Nc1ccccc1)N[C@H]1C[C@H](C(=O)O)Nc2cc(Cl)cc(Cl)c21,1
O=C(NC1CC1)c1ccccc1CCc1ccccc1,-4
COCCN1CCN(C(C)C(=O)N2CCCC2)CC1 (centres undefined),-1
CCN(C(=O)CSc1ccc(NC(C)=O)cc1)c1ccc(F)cc1,-2
COc1cc(-c2nn(CN(C)Cc3ccccc3)c(=S)o2)cc(OC)c1OC,-1
O=C(NCC1CCCO1)C1CCN(C2CCN(C3Cc4ccccc4C3)CC2)CC1 (centres undefined),-1
Cc1sc2nc(-c3cccs3)nc(Oc3cccc[n+]3[O-])c2c1C,-5
CC(=O)Cn1c(=O)c2c(nc3n(-c4ccc(C(F)(F)F)cc4)c(C)c(C)n23)n(C)c1=O,-5
Cc1cccc(C(=O)N2CCC(C3CCN(Cc4cccc(F)c4F)CC3)C2)n1 (centres undefined),2
Cc1ccccc1CN1CCC(CNS(=O)(=O)NCc2ccccc2)C1 (centres undefined),-26
COCCCNCc1c(-c2ccccc2)noc1N1CCCCC1C (centres undefined),0
Ic1ccccc1-c1nc(-c2cccnc2)no1,-7
Cn1cc(S(=O)(=O)Nc2ccnn2-c2cccc(Cl)c2)cn1,-2
Cc1cc(-c2csc(CC(N)=O)n2)c(C)n1CCC1=CCCCC1,7
CC(C)(C)c1cc(C(=O)Oc2cccc3cccnc23)cc(C(C)(C)C)c1,-10
O=C(CSc1nnc(CNC(=O)c2cccs2)n1-c1ccccc1)Nc1nc2ccccc2s1,-11
COc1cc(C(=O)NS(=O)(=O)c2ccc(Cl)cc2)ccc1OC(C)C,-15
Cc1cc(C)nc(C(C#N)C(=O)CCc2cscn2)n1 (centres undefined),-3
COc1ccc(C(=O)CCC(=O)N2CCCC3(CC2)CN(C)C(=O)O3)cc1 (centres undefined),0
CCCNC(=O)COc1c(Cl)cc(Cl)c2ccc(C)nc12,35
COc1cc(OC)cc(N2CCN(Cc3ccc(F)cc3F)C(C)C2=O)c1 (centres undefined),-7
CCOc1ccc(N(C)S(=O)(=O)c2ccc(C)c(C(=O)NC(C)C3CC3)c2)cc1 (centres undefined),1
Cc1cc(CNC(=O)CNC(=O)OC(C)(C)C)ccc1N(C)C,-6
COC(=O)C1=C(C)N(C)C(=O)NC1c1cccc([N+](=O)[O-])c1 (centres undefined),-1
Cc1cc(C)n(-c2ccc(NC(=O)C3CCCCN3C(=O)c3cscn3)cc2)n1 (centres undefined),-3
CCCCCn1c(=O)c2c(nc3n2CCN3c2cc(C)cc(C)c2)n(C)c1=O,-6
CC(C)CCN1CCN(c2nc3c(c(=O)[nH]c(=O)n3C)n2CCc2ccccc2)CC1,-7
CCOC(=O)c1cccnc1/C=C/c1cccc(C(F)(F)F)c1,-2
O=C(c1csc2c1CCCC2)N1CCOCC1,-7
CC(NC(=O)C(C)(C)c1ccccc1)C12CC3CC(CC(C3)C1)C2 (centres undefined),-9
Fc1cnc(N2CCOCC2)nc1N1CCOCC1,-10
C=C1C2(C(=O)N3CCC(c4cccc(OC)c4OC)C3)CCC(C2)C1(C)C (centres undefined),-33
COC(=O)c1ccc(CSc2n[nH]c(=S)s2)o1,22
CCc1ccc(-c2cc(C(=O)N3[C@@H]4CC[C@H]3CNC(=O)C4)[nH]n2)cc1,-15
COc1cc2c(cc1-c1nccn1CCN1CCNC1=O)OCCCO2,-16
CCc1nsc(N2CCCN(C(=O)C3CCC(CC)O3)CC2)n1 (centres undefined),-64
CCOc1nn(CC)cc1C(=O)N1CCCC1,-11
COc1cc(C)c(CN(C)C(=O)CCl)cc1OC,9&14
O=C(Nc1ccc(SC2CCCC2)cc1)c1ccc(=O)[nH]c1,-6

# Rewritten as tab-separated lines: five of the compounds above
mol	mcGAS MS inh
COc1cc(OC)cc(N2CCN(Cc3ccc(F)cc3F)C(C)C2=O)c1 (centres undefined)	-7
COC(=O)c1ccc(CSc2n[nH]c(=S)s2)o1	22
O=C(Nc1ccc(SC2CCCC2)cc1)c1ccc(=O)[nH]c1	-6
CCc1nsc(N2CCCN(C(=O)C3CCC(CC)O3)CC2)n1 (centres undefined)	-64
COc1cc(C)c(CN(C)C(=O)CCl)cc1OC	9&14

# New compounds follow.
SMILES,mcGAS MS inh
Cc1ccc(S(=O)(=O)Oc2ccc(=O)[nH]n2)cc1,-20
O=C(c1cn(-c2ccccc2)nn1)N1CCN(C(=O)N2CCOCC2)CC1,-51
O=C(NC1CC1)c1csc(Nc2ccc(OC(F)F)cc2)n1,-6
COc1ccc(-c2nc(C(N)=O)c3[nH]c(=O)n(-c4cccc(C)c4)c3n2)cc1O,-9
Cc1nc(N(C)C)nc(N2CCC3(CCC(=O)N(C)CC3)CC2)c1C,-18
CC(C)(C)OC(=O)N(CC1CC1)C1CCN(C(=O)c2ccc3c(c2)NC(=O)CS3)CC1,-15
CCCCn1c(-c2cc(OC)c(OC)c(OC)c2)nc2c(c(=O)c3ccccc3n2C)c1=O,-7
O=C(CCCn1cncn1)N1CCCC(O)(CO)CC1 (centres undefined),-15
Cc1ccc(NC(=O)C(=O)N2CCn3cncc3C2)cc1,1
Cc1ccc(Nc2cn[nH]c(=S)n2)c(C)c1,-9
CN(Cc1ccccc1N1CCCCC1)CN1C(=O)NC2(CCCCCCC2)C1=O,-3
Cc1cc(C)cc(-n2nc3c(c2NC(=O)c2ccc(N4C(=O)CCC4=O)cc2)CSC3)c1,-4
CN1OCC(S(=O)(=O)N(C)C2CCCCC2)C1c1cccc(Oc2ccccc2)c1 (centres undefined),-6
N#Cc1ccc(NCCc2cccc(F)c2)cn1,-34
CC1(C)C2CCC1(C)C(NS(=O)(=O)c1ccc(F)c(F)c1)C2 (centres undefined),-1
O=C(CC(c1ccccc1)c1ccco1)N1C[C@H]2CC[C@@H](C1)N2 (some centres undefined),-7
O=C(CCCCl)Nc1ncnc2sc3c(c12)CCCC3,-3
CCOC(=O)c1c(C)[nH]c(C(=O)COC(=O)c2c(CC)noc2C)c1C,3
Cc1occc1C(=O)N1CCC(C(Cc2ccc(F)cc2F)N(C)C(=O)C2CC2)CC1 (centres undefined),-11
O=C(c1ccc2ncccc2c1)N1CCCC(N2CCN(c3ccc(F)cc3)CC2)C1 (centres undefined),-11
CCOc1ncccc1-c1cncc(C(=O)N2CCOCC2)n1,-27
O=S(=O)(Oc1ccccc1CNCc1ccco1)c1ccc(F)cc1,-7
O=C(NCc1cccs1)Nc1ccc2c(c1)C(=O)N1CCCCC1CCO2 (centres undefined),-4
O=C(Cn1cc(S(=O)(=O)Cc2ccccc2F)c2ccccc21)Nc1ccccn1,1
CN1CCCC2(CCN(Cc3ccccc3Cn3cccn3)C2)C1=O (centres undefined),-13
O=C(NCc1cccc(C(F)(F)F)c1)c1c[nH]c(=O)s1,-1
Cc1cccc(-n2c(=O)[nH]c3c(C(N)=O)nc(CC(C)C)nc32)c1,-13
CCSc1nc2c([nH]1)c(=N)ncn2Cc1ccccc1,-20
CN(Cc1ccccc1O)C(=O)C1CCCCN1Cc1ccncc1 (centres undefined),2&13
Fc1cccc(F)c1-c1csc(NC2CC2)n1,1
C=CCn1c(COc2ccc3ccccc3c2)nc2ccccc21,18
COc1cccc(C=C2N=C(c3ccccc3F)OC2=O)c1,1
O=C(c1ccc2ccccc2c1)C1CCCN(C(=O)CN2C(=O)CSC2=O)C1 (centres undefined),-4
Cc1ccc(CC(=O)N2CCCC2CC(O)c2ccccc2)cn1 (centres undefined),-5
CCCCn1ncc(C)c1NC(=O)C(=O)N1c2ccccc2CC1C (centres undefined),-2
Cc1ccccc1S(=O)(=O)NC(=O)C1(C)CCN1C(=O)Cc1ccc(-c2ccccc2)cc1 (centres undefined),-10
CC(C)c1nccc(C(=O)N[C@H]2C[C@H]3C(=O)N(C)CC(=O)N3C2)n1,5
COc1ccc2c(c1)OCC(C(=O)Nc1cc(C)ccc1C)=C2,-6
Cc1ccc(-c2nn(CN3CCc4sccc4C3)c(=S)n2C)cc1,-22&-2
CCn1c(SC(C(=O)N(C)C)C(C)C)nnc1-c1ccccc1C (centres undefined),2

# Individual results from the list:
# mcGAS MS inh, `CCSc1nc2c([nH]1)c(=N)ncn2Cc1ccccc1` is entered as -20
# mcGAS MS inh, `CCn1c(SC(C(=O)N(C)C)C(C)C)nnc1-c1ccccc1C` (centres undefined) is entered as 2
# mcGAS MS inh, `O=S(=O)(Oc1ccccc1CNCc1ccco1)c1ccc(F)cc1` is entered as -7
# mcGAS MS inh, `CCOc1ncccc1-c1cncc(C(=O)N2CCOCC2)n1` is entered as -27
# mcGAS MS inh, `CC(C)c1nccc(C(=O)N[C@H]2C[C@H]3C(=O)N(C)CC(=O)N3C2)n1` is entered as 5

# Following part.
SMILES,mcGAS MS inh
Cc1cccn2c(=O)nc(SCC(=O)N(C)c3ccccc3)nc12,0
CSc1cccc(CN(C)Cc2nc[nH]c2C)c1,-23
O=C(Nc1ccc2nc(C3CC3)sc2c1)C1CCCN1C(=O)C1CC1 (centres undefined),-20
COC(=O)c1cc2n(n1)CCN(Cc1cccn1-c1ncccn1)C2,-5
O=c1[nH]c2ccc(S(=O)(=O)N3CCCC3)cc2[nH]1,5
O=C1c2ccccc2NC(c2csnn2)N1c1cccc(C(F)(F)F)c1 (centres undefined),-7
COc1ccc(-c2cnc(-c3ccc(CNC(=O)c4ccc(F)c(C(F)(F)F)c4)cc3)[nH]2)cc1,-1
O=C(Nc1cccs1)Nc1nc(-c2nc3ccccc3s2)cs1,-3
CNS(=O)(=O)c1ccc(CN2CCN(C)C(C(=O)O)C2)cc1 (centres undefined),-14
Cc1nc(CNC(=O)N(Cc2ccccc2F)C2CC2)cs1,-8
COc1cc(C)ccc1S(=O)(=O)NC(=O)C1(C)CCN1C(=O)C1(c2ccc(Cl)cc2)CCC1 (centres undefined),-20
Cn1c(-c2cc3c(s2)CCC(C(C)(C)C)C3)n[nH]c1=S (centres undefined),15
O=C(/C=C/c1ccc(Cl)cc1Cl)Nc1nc2ccccc2s1,-1
COC(=O)Cn1nnc2sc3c(c2c1=O)CCC(C)C3 (centres undefined),6
CN=c1scc(-c2ccc(OC(F)F)cc2)n1N=Cc1ccccc1F,-15
O=C(N1CCc2c(nc[nH]c2=O)C1)C1(Cn2cccn2)CC1,-9
Cc1nnc(SCC2CCN(C(=O)OC(C)(C)C)C2)s1 (centres undefined),-5
COc1cc(C2=N/C(=C\c3coc4ccccc4c3=O)C(=O)O2)cc(OC)c1OC,-1
O=C(C1CCS(=O)(=O)C1)N1CCNCC1 (centres undefined),-11
COc1cc(CN2CCN(Cc3c(F)cccc3Cl)CC2CCO)cc(OC)c1 (centres undefined),0

# Given with the structure last: part of the list above
mcGAS MS inh	canonical_smiles
6	COC(=O)Cn1nnc2sc3c(c2c1=O)CCC(C)C3 (centres undefined)
-14	CNS(=O)(=O)c1ccc(CN2CCN(C)C(C(=O)O)C2)cc1 (centres undefined)
-20	O=C(Nc1ccc2nc(C3CC3)sc2c1)C1CCCN1C(=O)C1CC1 (centres undefined)
-15	CN=c1scc(-c2ccc(OC(F)F)cc2)n1N=Cc1ccccc1F
5	O=c1[nH]c2ccc(S(=O)(=O)N3CCCC3)cc2[nH]1

# 3 compounds out of the list, ordered by molar mass, smallest number first.
SMILES,mcGAS MS inh
O=C(N1CCc2c(nc[nH]c2=O)C1)C1(Cn2cccn2)CC1,-9
Cc1cccn2c(=O)nc(SCC(=O)N(C)c3ccccc3)nc12,0
CN=c1scc(-c2ccc(OC(F)F)cc2)n1N=Cc1ccccc1F,-15

# (more compounds)
SMILES,mcGAS MS inh
Cc1nnc(SCC(=O)Nc2ccc(F)cc2)n1C1CCCCC1,-8
COc1ccc(S(=O)(=O)N=C2C=CC(=NS(=O)(=O)c3ccc(OC)cc3)C(Cl)=C2)cc1,-13
CCC(C)Nc1n[nH]c(=S)s1 (centres undefined),8
CC(C)(C)c1nnc2sc(=S)[nH]n2c1=O,0
CCC(NC(=O)c1cn(Cc2ccccc2F)nn1)c1ccncc1 (centres undefined),-5
CCC1=NN(C(=O)c2cccnc2)C(O)(C(F)(F)F)C1 (centres undefined),-44
O=c1c2cc3c(=O)n(-c4ccccc4Cl)ccc3nc2ccn1CCN1CCOCC1,-8
CN(C(=O)c1ccccc1OCC(N)=O)c1ccccc1,-2
COCc1ccccc1CN1C(=O)C(C)NC1=S (centres undefined),-8
COc1ccc(C(=O)C2CCCN(C(=O)CCCc3ccccc3)C2)cc1OC (centres undefined),-11
CCOC(=O)C1(Cc2ccccc2Cl)CCN(C(=O)CCOc2ccccc2)CC1,-4
O=C(Cn1nc(C2CC2)c2cnn(-c3ccccc3)c2c1=O)N1CCCc2ccccc21,-4
CC(=O)c1cccc(-c2nccc(-c3ccc(C)nc3C)n2)c1F,-27
Cc1cc(C(=S)N=P(N(C)C)(N(C)C)N(C)C)c(C)n1-c1ccccc1,-13
CC(COCC(F)(F)F)Nc1ncc(Br)cn1 (centres undefined),-3
O=C(c1cccc2ccnn12)N(Cc1ccccn1)CC1CCCO1 (centres undefined),-6
CC(CN=C1CC(=O)OC12CCCCC2)N=C1CC(=O)OC12CCCCC2 (centres undefined),2
O=C1c2ccccc2S(=O)(=O)N1c1ccc(F)cc1,5
Cc1ccc(-c2c(C)sc3nc(CN4CCN(C5CCS(=O)(=O)C5)CC4)[nH]c(=O)c23)cc1 (centres undefined),-25
O=S(=O)(Nc1cccnc1)c1ccc(Br)s1,11
O=c1oc2ccc(Br)cc2cc1-c1nnc(Nc2cccc(C(F)(F)F)c2)s1,-8
CCN(CC)S(=O)(=O)c1ccc(C)c(NC(=O)C2=NNC(=O)CC2)c1,7
CCc1ccc(-c2c(-c3ccccc3)ncn2CCS(C)(=O)=O)nc1,-16
O=C(NCc1ccccc1OC1CCC1)NCC1CCCC1O (centres undefined),-2
CCOc1ccc(OCCCOc2ccccc2Br)cc1,-4
COc1cc(CC(=O)N2CCN(S(=O)(=O)c3cc(F)ccc3F)CC2)ccc1C,-6
O=C(CSc1nc2[nH]ncc2c(=O)[nH]1)Nc1cccc([N+](=O)[O-])c1,-8
CC(=O)C1=C(c2ccc(C)cc2)N(C(C)=O)n2c(nnc2-c2ccccc2)S1,2
Cn1ccnc1SCCc1cccs1,-1
O=C1NC(Cc2ccc(F)cc2)(C2CCNCC2)C(=O)N1CCn1ccnc1 (centres undefined),2
CC(C)c1cc(C(=O)N2CCC(Cc3cccc(C(N)=O)c3)C2)on1 (centres undefined),-6

# A portion of the library; count on the stated rates, not on these rows.
